# mcGAS MS inh: mouse cGAS inhibition by mass spec. Q8C6L5. recombinant mouse cGAS, cGAMP by RapidFire MS. inhibition, % at 12.5 µM. 0.18% of 130,000 active;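 active = inhibition of cGAS enzyme activity at or above 60%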;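 also: enzyme stimulated by 45 bp dsDNA with ATP and GTP substrates; cGAMP share of summed cGAMP plus half ATP and half GTP signals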
# Target sequence (Q8C6L5 whole entry, looked up): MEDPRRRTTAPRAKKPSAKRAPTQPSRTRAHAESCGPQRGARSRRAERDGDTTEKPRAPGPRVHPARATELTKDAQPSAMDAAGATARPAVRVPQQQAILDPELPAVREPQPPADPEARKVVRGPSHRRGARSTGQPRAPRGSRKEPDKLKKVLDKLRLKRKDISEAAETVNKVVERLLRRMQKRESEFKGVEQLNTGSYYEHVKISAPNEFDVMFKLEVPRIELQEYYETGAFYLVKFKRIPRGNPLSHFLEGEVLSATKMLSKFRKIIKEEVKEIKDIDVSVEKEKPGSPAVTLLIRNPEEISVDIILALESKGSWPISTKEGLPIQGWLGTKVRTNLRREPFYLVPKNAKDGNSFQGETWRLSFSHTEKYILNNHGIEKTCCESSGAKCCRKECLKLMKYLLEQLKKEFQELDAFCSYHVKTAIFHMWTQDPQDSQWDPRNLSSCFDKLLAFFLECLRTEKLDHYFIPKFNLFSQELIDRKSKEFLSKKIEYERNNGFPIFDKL
# Numbers without * were called inactive; & = joins results of further samples. This is a subset. The share of hits here may be higher or lower than overall.
# The opening 3 compounds, to show the layout:
SMILES,mcGAS MS inh
CCN1CCN(C(=O)c2ccccc2N2CCC(NC(=O)c3cc(F)cc(F)c3)CC2)CC1,2.1
CC(=O)N1CCCC(N2CCN(c3ccccc3F)CC2)C1 (centres undefined),-4.0
O=c1cc(CSc2nncn3c2cc2sccc23)nc2ccccn12,1.2

# Results (from the top)
SMILES,mcGAS MS inh
CCN1CCN(C(=O)c2ccccc2N2CCC(NC(=O)c3cc(F)cc(F)c3)CC2)CC1,2.1
CC(=O)N1CCCC(N2CCN(c3ccccc3F)CC2)C1 (centres undefined),-4.0
O=c1cc(CSc2nncn3c2cc2sccc23)nc2ccccn12,1.2
Cc1ccc(N2CCC(CCCc3ccccc3)(C(=O)O)CC2)nn1,-9.1
NNC(=O)c1nccnc1N,-11.4
CN1CCCC(CCNC(=O)CCN2CCCCO2)C1 (centres undefined),-6.0
CS(=O)(=O)c1ccc(CC(=O)N2CCC3(CCCO3)CC2)cc1,-15.7
Cc1cc(=O)[nH]c(-n2nc(C3CC3)cc2NC(=O)c2ccc(S(=O)(=O)N(C)C)cc2)n1,-7.3
CCc1ccc(C2CC(=O)Nc3n[nH]c(C4CCC4)c32)o1 (centres undefined),-20.0
CCN(Cc1noc(C)n1)C(=O)c1ccc(Cn2nc(C)cc2C)cc1,-36.5
O=C(CCNC(=O)c1ccccc1F)NCc1cn2c(n1)SCC2,-16.6
CCN(C(C)=O)c1nc(CN(C)C(C)c2ccc(Cl)cc2Cl)cs1 (centres undefined),6.3
NC(=O)CC1CCN(Cc2coc(-c3ccc(Cl)cc3)n2)CC1,-10.4
CC(=O)NCCc1nc2ccccc2n1Cc1c(C)c(C)cc(C)c1C,-12.3
Cc1ccc(CSc2nc3nc(C)cc(C)c3c(=O)[nH]2)cc1,-7.3
C=CCOc1ccc(C=C2N=C(c3ccccc3I)OC2=O)cc1OC,-13.0
CC(=O)N1CCN(C(=O)c2cc(S(=O)(=O)N(C)c3ccc(F)cc3)ccc2Cl)CC1,-6.1
COc1ccc(Cl)cc1Cn1c(C)c(C(=O)NCc2cccc(Cl)c2)sc1=O,-4.2
CCCn1c(N)c(-c2nc(C(C)C)c(C(C)=O)s2)c(=O)n(CCC)c1=O,-1.0
O=C1N(c2ccccc2)C[C@@H]2C[C@@H](c3cccn3-c3nccs3)N3CCC[C@@]123,-6.3
O=C(CNC(=O)c1ccc(Br)o1)NC1CCCCCC1,-3.3
CCc1ccc(C(=O)CSc2nnc(N3CCOCC3)n2Cc2ccco2)cc1,-3.6
Cc1ccc(C(=O)Oc2ccccc2/C=N\NC(N)=S)cc1,-9.1
CN(C)C(=O)CSCC(=O)O,-2.6
CCCC(Nc1ncc(C)c(N(C)C)n1)c1nccn1C (centres undefined),-23.1

# Retrieved one by one from above:
SMILES,mcGAS MS inh
CCc1ccc(C2CC(=O)Nc3n[nH]c(C4CCC4)c32)o1 (centres undefined),-20.0
CN(C)C(=O)CSCC(=O)O,-2.6
O=C(CCNC(=O)c1ccccc1F)NCc1cn2c(n1)SCC2,-16.6

# Later entries:
SMILES,mcGAS MS inh
O=C(Cc1ccc(-c2ccccc2)cc1)N(C1CC1)C1CCS(=O)(=O)C1 (centres undefined),-12.0
COc1cc2c(cc1CN1CCCN(c3ccnc(C)c3)CC1)OCO2,-14.0
COCc1c(C(=O)N(C)CC(=O)Nc2cccc(C)c2C)oc2ccccc12,-4.3
COc1ccc(OC)c2sc(N(CCCN(C)C)C(=O)c3cc(C)no3)nc12,-4.6
COc1ccc(-c2cc(-c3ccc(OC)cc3)c(C#N)c(SCC(=O)c3ccc(-c4ccccc4)cc3)n2)cc1,-3.6
O=C(c1ccc(Cl)cc1Cl)N1CCCC(OCc2ccc(Br)cc2)C1 (centres undefined),-4.7
CCCCn1c(=O)c2c(nc3n(CC)c(C)c(C)n23)n(C)c1=O,-8.8
Cc1ccsc1[C@@H]1CCN(Cc2cccc3nsnc23)C[C@H]1O,-5.7
Cc1ccc(Nc2nc(NCCN(C)C)nc3nccnc23)c(C)c1,-21.6
Cc1cc(CN(Cc2cc(C)on2)C2CCc3ncnn3C2)no1 (centres undefined),-38.7
COCc1nc2ccc(C)cc2c2c1C(=O)N(CCCn1cccn1)C2=O,-2.1
C#CCN(Cc1cnc(S(C)(=O)=O)n1CC(C)C)C1CCCCC1,10.0
CSc1cccc(CN2CCCC(Nc3ccccc3)C2)c1 (centres undefined),-6.3&-5.4
CCOC(=O)c1nn(-c2ccc(C(C)C)cc2)c(=O)c2c(N)scc12,3.1
Cc1cccnc1C1=NOC(C)C(=O)N1C/C=C/c1ccccc1 (centres undefined),0.6
CC(Nc1ccccn1)C(=O)NC(C)(C)C (centres undefined),-5.7
CC1(C(=O)O)CCCN1C(=O)c1ccccc1OC(F)(F)F (centres undefined),6.9
CCc1nn2c(=O)cc(CSc3nnc(-c4cccs4)n3C3CC3)nc2s1,-4.3
CCOC(=O)N1CCN(C(c2ccc(Br)cc2)C2Sc3nc(C)nn3C2=O)CC1 (centres undefined),-10.8
CCOC(=O)CN(Cc1nc(C)c(C)o1)C1CCCCC1,-3.5
COc1ccc(C2=CCCC2)cc1,-15.2
COC(=O)c1cc(S(=O)(=O)NCc2cscn2)c(F)cc1F,4.5
COc1cccc(N=C2NN=C(c3ccc[nH]3)CS2)c1,-2.1
CC(C)N1CCCC(C)(C(=O)Nc2nccc3ccccc23)C1 (centres undefined),-9.9
Cc1cc(C(C(=O)O)N2CCN(CC(=O)NC(C)C)CC2)ccc1F (centres undefined),0.8

# The listing continues.
SMILES,mcGAS MS inh
O=C(NCCCn1nc(-c2cccs2)ccc1=O)c1ccc(C(F)(F)F)cc1,5.8
CCCN1CCCN(c2nc3ccccc3c(=O)[nH]2)CC1,-8.8
Cc1ccccc1C(=O)N(Cc1ccsc1)CC(F)(F)F,-3.1
COc1ccc(-n2nnc3c(=O)[nH]cnc32)cc1,0.0
CC(=O)Nc1nc(C23CC4CC(CC(c5ccc(C)cc5)(C4)C2)C3)cs1,-9.6
Cn1nnc2c(NCCCc3ccccc3)ncnc21,-13.7
Oc1ccccc1OCC(O)c1ccccc1 (centres undefined),-3.0
Cc1cc(C)c(C(N)=O)c(NCCc2ccc(F)cc2)n1,-0.5
O=C1CC(c2ncc[nH]2)c2cc3c(cc2N1)Nc1ccccc1CC3 (centres undefined),-16.5
Cc1cc(-c2noc(CCC(=O)N3CCn4cccc4C3C)n2)ccc1F (centres undefined),-16.7
CC(=O)Nc1ccc(SCC(=O)NCCc2ccccc2)nn1,7.7
Cc1ccc(C)c2[nH]c(=O)c(CCNC(=O)C(C)(C)Oc3ccc(Cl)cc3)cc12,3.5
COc1ccccc1CN(C(=O)Cc1ccc(SC)cc1)C1CC1,-14.0
Fc1cccc2c1CCCN2CCn1cncn1,-1.3
CCC(C)N1CNc2c(c(=O)[nH]c(=O)n2-c2ccc(C)cc2)C1 (centres undefined),-9.4
O=c1[nH]c(NCCO)nnc1Cc1ccccc1,-11.5
O=C1Nc2c(Br)cc(Br)cc2C1=O,0.2
CCCNc1ncnc2c1nnn2CC,-13.6
Nc1nc(N)nc(SCC(=O)NC(=O)NC2CCS(=O)(=O)C2)n1 (centres undefined),-12.2
CCn1ccnc1S(=O)(=O)C(C)c1cn(-c2ccccc2)nn1 (centres undefined),-4.8
Cc1ccccc1C(=O)NCCn1c(C)cc2ccccc21,-7.0
CCCc1noc(-c2ccc(C(C)(C)C)cc2)n1,-8.3
O=[N+]([O-])c1cc2c(c(COc3ccc4cc(Br)ccc4c3)c1)OCOC2,14.5
COc1ccc(Cl)cc1CN(C)C(=O)CCc1c(C)[nH]c(=S)[nH]c1=O,-20.7
Fc1cccc(-n2[nH]nnc2=S)c1,22.7

# (more compounds)
SMILES,mcGAS MS inh
Cc1nn(-c2cccc(Cl)c2)c2c1C(O)=C1C(=O)CCCC1N2 (centres undefined),-4.0
O=C(c1ccc(Cn2cccn2)o1)N1C[C@H]2CC=CC[C@H]2C1,6.1
O=C(CSc1nncn1C1CC1)Nc1nc2ccc(F)cc2s1,4.2
Cn1ccnc1Sc1ccc(S(C)(=O)=O)cc1[N+](=O)[O-],17.3
Cc1cc2nc3c(=O)[nH]c(=O)nc-3n(C)c2cc1C=O,91.1*
COc1ccc([N+](=O)[O-])cc1NC(=O)c1c(Br)cnn1C,-3.4
Cc1ccc(-c2cccc(C(=O)N3CCOc4ccc(C(C)(O)CN(C)C)cc4C3)c2)o1 (centres undefined),-8.3
O=C(O)c1cc2cc(I)cc(Br)c2o1,-5.6
CN(C)C=Nc1ccc(S(=O)(=O)N(C)c2nccs2)cc1,-8.5
Cc1csc(SCCn2c(N3CCOCC3)nc3c2c(=O)[nH]c(=O)n3C)n1,-2.9
COc1ccc(OCCNC(=O)C2(C)CCN2Cc2ccccc2OC(F)F)cc1 (centres undefined),-7.4
CCC(Sc1n[nH]c(-c2cc(F)cc(F)c2)n1)C(N)=O (centres undefined),-2.4
Cc1cc(C)n2c(C(=O)N3CCCC(CCc4c(F)cccc4F)C3)nnc2n1 (centres undefined),-5.2
Cc1ccc2oc3c(c(=O)c2c1)C(c1ccncc1)N(c1cc(C)on1)C3=O (centres undefined),-11.4
COc1cc(NC(=O)c2cc3c4c(sc3nc2N)CN(C)CC4)c(OC)c(OC)c1,1.3
CCOC(=O)C1(Cc2cccc(OC)c2)CCN(Cc2ccc3c(c2)OCCO3)CC1,1.0
c1cc2c(cc1CNc1ccc(N3CCCC3)cc1)OCO2,-8.0
Cc1cccc(OCCNC(=O)NC2CCCc3occc32)c1 (centres undefined),4.1
Cn1nc(C(=O)Nc2ncc(F)cc2I)ccc1=O,-0.7
COC(=O)c1cccc(-c2nccn2CCc2cccc(F)c2)n1,1.4
CCCCc1ccc(NC(=O)CSCc2cc(=O)[nH][nH]2)cc1,-0.7
CC(C)c1nccc(CN(C)Cc2cnn(-c3ccccc3)c2)n1,-14.1
O=C(Nc1cccc(Cl)c1N1CCOCC1)N1CCNC(C(F)(F)F)CC1 (centres undefined),-7.5
CN1CC2(CCN(C(=O)c3ccc[nH]3)C2)OC1=O (centres undefined),-24.7
N#CCOC(=O)c1csc(-c2ccc(F)cc2)n1,9.0

# The list goes on:
SMILES,mcGAS MS inh
C#Cc1cccc(N(Cc2ccco2)S(=O)(=O)CC2CCCO2)c1 (centres undefined),-30.2
O=C(NCc1ccc(OC2CCCCC2)cc1)N1CCC(N2CCCC2=O)CC1,-34.7
CN(C)c1ccc(N=CC=C2N(C)c3ccccc3C2(C)C)cc1,4.5
Cc1cccnc1CNC(=O)c1ccccc1Br,-10.7
Cn1nnc(-c2ccc(C(=O)N3CCN4CCNC(=O)C4C3)cc2)n1 (centres undefined),3.6
O=C(N(c1ccccc1)c1ccccc1)n1cncn1,-10.3
C=C(NN=c1sc2ccccc2n1C)c1ccco1,-0.5
CCCc1nc(CN(C)C(=O)C2(Nc3ccc(C)cc3)CCCC2)no1,-9.8
Cc1ncsc1C(=O)N1C[C@@H]2CCCN(C(=O)c3scnc3C)[C@@H]2C1,-35.6
COCC(=O)Nc1cccc(NC(=O)c2cc(C)c(F)cc2F)c1,-12.1
CCN(C)C(=O)C1=CN2CCN(Cc3ccccc3)C(=O)N=C2O1,-9.2
C=CCCCCCCCCC(=O)Nc1c(C)[nH]n(-c2ccccc2)c1=O,-10.4
CCOc1cccc2cc(-c3csc(Nc4cccc(C(F)(F)F)c4)n3)c(=O)oc12,-8.7
NS(=O)(=O)c1ccc(N2CCOCC2)c(C(=O)OC(C(=O)c2ccccc2)c2ccccc2)c1 (centres undefined),-1.7
CNC(c1ccccc1C)C(C)C (centres undefined),-7.4
Cc1cccnc1C(NC(=O)c1cccc(C#CC(C)(C)O)c1)C1CC1 (centres undefined),-12.4
CC(C)n1nnnc1SCC(=O)NC(=O)NC1CCS(=O)(=O)C1 (centres undefined),-10.1
Cc1cc(F)ccc1NC(=O)CCc1nc(C(C)C)no1,-11.7
CS(=O)(=O)N1CCc2cc(C(=O)CSc3nnnn3C3CC3)ccc21,-11.9
O=C(NCc1ccc2c(c1)OCO2)c1cn(Cc2cccc(F)c2)c(=O)s1,-12.0
C=CCN1C(=O)C2(NC(CC(C)C)C3C(=O)N(CCCC)C(=O)C32)c2ccccc21 (centres undefined),-8.1
CNC(=O)COC(=O)c1cccc(C)c1-n1cccc1,2.7
CCCn1cc(C(=O)N(Cc2ccncc2)C(C)CC)c(C)n1 (centres undefined),-22.3
CCCCCN1CCN(c2nc3c(c(=O)[nH]c(=O)n3C)n2Cc2ccc(F)cc2)CC1,-12.4
CC(C)c1ccc2c(c1)c(SC(C)(C)C)c(CC(C)(C)C(=O)O)n2Cc1ccc(Cl)cc1,-12.8

# Part of the list above, as tab-separated lines:
Compound	mcGAS MS inh
O=C1Nc2c(Br)cc(Br)cc2C1=O	0.2
CC(C)c1ccc2c(c1)c(SC(C)(C)C)c(CC(C)(C)C(=O)O)n2Cc1ccc(Cl)cc1	-12.8
Cc1cccc(OCCNC(=O)NC2CCCc3occc32)c1 (centres undefined)	4.1
O=C(NCCCn1nc(-c2cccs2)ccc1=O)c1ccc(C(F)(F)F)cc1	5.8
N#CCOC(=O)c1csc(-c2ccc(F)cc2)n1	9.0

# The results go on.
SMILES,mcGAS MS inh
O=C(O)c1cccc(N2C(=O)CSC2c2ccccc2Br)c1 (centres undefined),-5.4
COc1ccc2c(c1OC)C(=O)O[C@@H]2[C@H]1c2c(cc3c(c2OC)OCO3)CCN1C,0.8
OCc1cc(Cl)ccc1Sc1ccccc1F,-7.0
CC(C)[C@H]1CC[C@H](C)C[C@@H]1OCC(=O)NCCc1nc2ccccc2[nH]1,-3.2
CN(C)c1ccc(NC(=S)NC23CC4CC(CC(C4)C2)C3)cc1,-6.9
CCOc1cc(C(=O)N2CCCC(C)C2)cc(Cl)c1O (centres undefined),-4.9
O=C(O)COCC(=O)NCCN1CCCC1,-10.4
CCC1(C)NC(=O)N(N=Cc2c(C)nc3scc(C)n23)C1=O (centres undefined),-3.3
Cc1noc(C2CN(C(=O)c3ccc(-n4cccc4)cc3)C2)n1,-3.7
CCC(=O)OCc1cc(F)cc2c1OC(c1ccccc1)OC2 (centres undefined),-2.0
CN(C)C1(CNC(=O)c2cc(C3CC3)[nH]n2)CCSC1 (centres undefined),8.5
Fc1ccc(NN=Cc2ccc(F)c(F)c2)c(F)c1,-1.9
CN(C)Cc1csc(-c2nccn2CCc2cccnc2)c1,-3.8
Cc1nc(C)c(CNC2CCCSC2)s1 (centres undefined),-9.9
Cc1cc(C(=O)N(Cc2ccco2)c2nc3ccccc3s2)n(C)n1,-5.1

# Compound activity deposited in PubChem by Fisher Drug Discovery Resource Center.
